Assay outcomes from PubChem.
hgDAF12 agonist = activates the H. glycines DAF-12 receptor ligand-binding domain; 1.8% of 370,000 active; activation, % at 6.8 µM; HEK293 GAL4-hgDAF12 UAS-luciferase reporter, agonist luminescence; normalized to butyrate control;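 active = activation above a cutoff set at the mean of all screened compounds plus 3 SD, cut at about 10% in these data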;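 also: 0% = DMSO wells and 100% = sodium butyrate wells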
PLCg1 inh = PLC-gamma1 (human) inhibition, primary screen; P19174; inhibition, % at 12.2 µM; 0.84% of 370,000 active; purified PLC-gamma1, fluorogenic substrate, fluorescence; in the data active = inhibition above about 9.5%
PLCb3 inh = PLC-beta3 (human) inhibition, primary screen; Q01970; Purified PLC-beta3, fluorogenic substrate, fluorescence; inhibition, % at 12.2 µM; 0.18% of 370,000 active; AID 720704; in the data active = inhibition above about 11%;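 also: 0% = median of compound wells on plate and 100% = full blocker control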
DAX1 inh-1 = inhibits human nuclear receptor DAX1; 0.99% of 340,000 active; inhibition, % at 6.75 µM; AID 504766; P51843; HEK293 Gal4-DAX1 luciferase reporter, luminescence;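 active = inhibition above the mean over all tested compounds plus 3 SD, cut at about 4.2% in these data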;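 also: 0% = DAX1-transfected cells with DMSO and 100% = empty-vector control cells with DMSO; inhibition shows as a rise in luminescence from relieved DAX1 repression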
Target sequence (P51843 207-470 limits assumed): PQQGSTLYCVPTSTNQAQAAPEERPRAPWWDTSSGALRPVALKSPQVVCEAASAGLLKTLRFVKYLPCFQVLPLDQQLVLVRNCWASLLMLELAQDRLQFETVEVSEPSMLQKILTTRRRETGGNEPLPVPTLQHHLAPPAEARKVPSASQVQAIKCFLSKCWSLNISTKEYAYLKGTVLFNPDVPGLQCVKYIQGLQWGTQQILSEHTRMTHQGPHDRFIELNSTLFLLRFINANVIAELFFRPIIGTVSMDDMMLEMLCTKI
Rev-erbA mod = modulators of human Rev-erb alpha DNA binding | P20393 | Rev-erbα–FITC-DNA binding, fluorescence polarization, 90 min | activity, % at 10 µM | 0.79% of 370,000 active | AID 1259318;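 active = activity above about 14%, limit read from the data; passing the limit was not always enough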;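 also: 0% = DMSO wells with 35 nM protein and 100% = DMSO wells with 750 nM protein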
DAX1 inh-2 = DAX1 (NR0B1) inhibition, primary screen; HEK293T StAR-luciferase reporter, SF-1/DAX-1 repression relief; inhibition, % at 6.8 µM; 1.1% of 370,000 active; AID 652010;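 active = inhibition above the mean over all tested compounds plus 3 SD, cut at about 3.6% in these data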;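 also: 0% = DAX-1 cells with DMSO and 100% = cells lacking DAX-1 with DMSO; higher inhibition means more luminescence from relief of DAX-1 repression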
MBD2 DNA inh = MBD2-methylated oligo binding inhibition. Q9UBB5. TR-FRET, MBD2 binding to methylated oligonucleotide. inhibition, % at 4.4 µM. 0.31% of 370,000 active. AID 686964; in the data active = inhibition above about 13%
Target sequence (Q9UBB5 whole entry, looked up): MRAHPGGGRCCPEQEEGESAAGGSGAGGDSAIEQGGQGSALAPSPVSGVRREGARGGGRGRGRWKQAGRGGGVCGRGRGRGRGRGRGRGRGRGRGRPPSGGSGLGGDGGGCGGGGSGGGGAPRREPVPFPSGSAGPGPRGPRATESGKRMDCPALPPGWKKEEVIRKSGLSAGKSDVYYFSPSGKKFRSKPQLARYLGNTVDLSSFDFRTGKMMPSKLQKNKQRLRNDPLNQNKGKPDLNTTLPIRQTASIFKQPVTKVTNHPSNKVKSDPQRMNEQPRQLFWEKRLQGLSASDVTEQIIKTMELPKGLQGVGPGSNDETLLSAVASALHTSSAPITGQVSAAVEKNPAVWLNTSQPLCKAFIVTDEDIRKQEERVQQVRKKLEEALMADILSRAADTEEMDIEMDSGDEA
hcDAF12 agonist = activators of H. contortus DAF-12 nuclear receptor; HEK293 hcDAF-12 lit1-tk-luc reporter, luminescence; 0% DMSO, 100% Δ7-dafachronic acid; 1.4% of 370,000 active; activation, % at 6.8 µM;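 active = activation above the mean of all tested compounds plus 3 SD, cut at about 5.5% in these data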;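 also: 100% = response to 3 µM Δ7-dafachronic acid high control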
ssDAF-12 act = S. stercoralis DAF-12 activation, primary screen; activation, % at 6.8 µM; HEK293 ssDAF-12/GRIP1 lit1-tk-luc reporter, luminescence; % of 3 µM dafachronic acid response; 1% of 370,000 active;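 active = activation above the mean over all tested compounds plus 3 SD, cut at about 0.9% in these data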;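 also: 0% = DMSO-only wells and 100% = 3 µM delta7-dafachronic acid wells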
SMARCA2 act = SMARCA2 function activation, primary screen; MG213 cells, MMTV-luciferase reporter, dexamethasone, overnight; activation, % at 9.1 µM; 1% of 370,000 active; AID 652017; in the data active = activation above about 7.8%;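 also: 0% = vehicle wells and 100% = reference activator wells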
ADAM17 inh = ADAM17 inhibition, QFRET primary screen; 0.83% of 370,000 active; recombinant ADAM17, EDANS/DABCYL FRET peptide cleavage; inhibition, % at 6.95 µM; P78536;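 active = inhibition above the mean of compounds lying between control limits plus 3 SD, set per campaign, cut at about 8.5% in these data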;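 also: 0% = DMSO-only wells as the low control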
Numbers without * were called inactive. Compounds were not picked by outcome, and some 7.4% of all compounds hit somewhere here.

The first 2 entries, ahead of the listing:
For Cc1ccc(-n2ncc3c2CC(C)(C)CC3NC(=O)CCCN2CCCC2=O)cc1 (stereo not drawn) the results were hgDAF12 agonist -1.6, PLCg1 inh -1, PLCb3 inh -5, DAX1 inh-1 1.1, Rev-erbA mod 6, DAX1 inh-2 -2.2, MBD2 DNA inh -3, hcDAF12 agonist -3.1, ssDAF-12 act -1.5, SMARCA2 act 0 and ADAM17 inh 2.
Screening COC(=O)CC1COc2ccccc2N1C(=O)c1cccc(C(F)(F)F)c1 (stereo not drawn) returned hgDAF12 agonist -1.1, PLCg1 inh 0, PLCb3 inh -3, DAX1 inh-1 -0.1, Rev-erbA mod -1, DAX1 inh-2 -0.2, MBD2 DNA inh -6, hcDAF12 agonist 5.2, ssDAF-12 act -0.7, SMARCA2 act 3 and ADAM17 inh -3.

Results (from the top)
For Cc1ccc(-n2ncc3c2CC(C)(C)CC3NC(=O)CCCN2CCCC2=O)cc1 (stereo not drawn) the results were hgDAF12 agonist -1.6, PLCg1 inh -1, PLCb3 inh -5, DAX1 inh-1 1.1, Rev-erbA mod 6, DAX1 inh-2 -2.2, MBD2 DNA inh -3, hcDAF12 agonist -3.1, ssDAF-12 act -1.5, SMARCA2 act 0 and ADAM17 inh 2.
Screening COC(=O)CC1COc2ccccc2N1C(=O)c1cccc(C(F)(F)F)c1 (stereo not drawn) returned hgDAF12 agonist -1.1, PLCg1 inh 0, PLCb3 inh -3, DAX1 inh-1 -0.1, Rev-erbA mod -1, DAX1 inh-2 -0.2, MBD2 DNA inh -6, hcDAF12 agonist 5.2, ssDAF-12 act -0.7, SMARCA2 act 3 and ADAM17 inh -3.
CCC(=O)Nc1cccc(NC(=S)NC(=O)c2ccccc2Cl)c1 was read as hgDAF12 agonist 9.3, PLCg1 inh 3, PLCb3 inh 0, DAX1 inh-1 1.2, Rev-erbA mod 1, DAX1 inh-2 0.2, MBD2 DNA inh -1, hcDAF12 agonist -1.5, ssDAF-12 act -0.6, SMARCA2 act 0 and ADAM17 inh -1.
Screening COc1ccc(OC)c(NS(=O)(=O)c2ccc(NC(C)=O)cc2)c1 returned hgDAF12 agonist -1.3, PLCg1 inh -2, PLCb3 inh 1, DAX1 inh-1 0.6, Rev-erbA mod -2, DAX1 inh-2 -0.4, MBD2 DNA inh -1, hcDAF12 agonist -0.5, ssDAF-12 act -1.1, SMARCA2 act 1 and ADAM17 inh 0.
`Cc1cccc(NC(=O)c2cc(Cl)ccc2[N+](=O)[O-])c1` gave hgDAF12 agonist -2.3, PLCg1 inh 4, PLCb3 inh 5, DAX1 inh-1 -2.4, Rev-erbA mod 0, DAX1 inh-2 -1.5, MBD2 DNA inh 3, hcDAF12 agonist -3.5, ssDAF-12 act -1.2, SMARCA2 act 4 and ADAM17 inh -3.
Screening C=CCn1c(SCc2ccc3nonc3c2)nnc1-c1cccs1 returned hgDAF12 agonist 0.4, PLCg1 inh -4, PLCb3 inh -1, DAX1 inh-1 -0.4, Rev-erbA mod 4, DAX1 inh-2 -0.4, MBD2 DNA inh 2, hcDAF12 agonist -0.4, ssDAF-12 act -1.0, SMARCA2 act -2 and ADAM17 inh -6.
`COc1ccccc1CN1CC(C(=O)N(C)CCOc2ccccc2)CCC1=O` (stereo not drawn) gave hgDAF12 agonist 5.7, PLCg1 inh -1, PLCb3 inh -5, DAX1 inh-1 -0.2, Rev-erbA mod 5, DAX1 inh-2 -0.3, MBD2 DNA inh -3, hcDAF12 agonist -1.6, ssDAF-12 act -0.5, SMARCA2 act -1 and ADAM17 inh -2.
`O=C(NCc1ccco1)C1CCCN(S(=O)(=O)c2cccc3cccnc23)C1` (stereo not drawn) gave hgDAF12 agonist -1.2, PLCg1 inh 0, PLCb3 inh 0, DAX1 inh-1 0.0, Rev-erbA mod -5, DAX1 inh-2 0.6, MBD2 DNA inh 2, hcDAF12 agonist 3.2, ssDAF-12 act -0.7, SMARCA2 act 0 and ADAM17 inh -3.
Screening COc1ccc(CC(=O)Nc2nc(C)cs2)cc1S(=O)(=O)N1CCOCC1 returned hgDAF12 agonist -2.6, PLCg1 inh -2, PLCb3 inh -3, DAX1 inh-1 -0.3, Rev-erbA mod -2, DAX1 inh-2 1.2, MBD2 DNA inh -3, hcDAF12 agonist -0.6, ssDAF-12 act -0.7, SMARCA2 act -1 and ADAM17 inh 1.
CC(C)Oc1ccc(C(=O)NC(Cc2c[nH]c3ccccc23)C(=O)NN)cc1 (stereo not drawn) was read as hgDAF12 agonist -0.4, PLCg1 inh 1, PLCb3 inh 0, Rev-erbA mod 5, DAX1 inh-2 -0.7, MBD2 DNA inh -1, hcDAF12 agonist 1.2, ssDAF-12 act -1.2, SMARCA2 act -6 and ADAM17 inh 2.
Screening O=C(O)c1ccc(Nc2nc(-c3ccccc3)nc3ccccc23)cc1 returned hgDAF12 agonist -1.6, PLCg1 inh -265, PLCb3 inh -429, DAX1 inh-1 -1.1, Rev-erbA mod 1, DAX1 inh-2 -0.2, MBD2 DNA inh -7, hcDAF12 agonist 5.3, ssDAF-12 act -1.1, SMARCA2 act -1 and ADAM17 inh -15.
`CCc1ccc2c(CC(=O)Nc3cccc(S(=O)(=O)N4CCOCC4)c3)coc2c1` gave hgDAF12 agonist -1.5, PLCg1 inh -2, PLCb3 inh -3, DAX1 inh-1 -0.6, Rev-erbA mod 7, DAX1 inh-2 -0.3, MBD2 DNA inh 1, hcDAF12 agonist -1.3, ssDAF-12 act -1.2, SMARCA2 act -3 and ADAM17 inh 4.
Screening NN/C(=C\[N+](=O)[O-])Nc1ccccc1 returned hgDAF12 agonist 2.6, PLCg1 inh 2, PLCb3 inh -2, DAX1 inh-1 0.0, Rev-erbA mod 6, DAX1 inh-2 0.0, MBD2 DNA inh 0, hcDAF12 agonist 3.0, ssDAF-12 act -1.0, SMARCA2 act 0 and ADAM17 inh 1.
`COc1cccc(NC(=O)CN2C(=O)CSc3ccc(S(=O)(=O)N4CCC(C)CC4)cc32)c1` gave hgDAF12 agonist -1.9, PLCg1 inh 5, PLCb3 inh -1, DAX1 inh-1 -0.2, Rev-erbA mod 1, DAX1 inh-2 0.1, MBD2 DNA inh 2, hcDAF12 agonist -1.9, ssDAF-12 act -1.2, SMARCA2 act 1 and ADAM17 inh 3.
CCOc1ccc(N2C(=O)CC(N3CCN(c4ccccc4F)CC3)C2=O)cc1 (stereo not drawn) was read as hgDAF12 agonist -2.9, PLCg1 inh -2, PLCb3 inh 0, DAX1 inh-1 0.4, Rev-erbA mod 8, DAX1 inh-2 -0.6, MBD2 DNA inh 4, hcDAF12 agonist 0.3, ssDAF-12 act -1.4, SMARCA2 act -4 and ADAM17 inh -3.
For CCN1C[C@@H]2[C@@H]3C(=O)N(Cc4ccccc4)C(=O)[C@@H]3[C@](Cc3ccccc3)(C1=O)N2C(=O)c1ccc(Cl)cc1 the results were hgDAF12 agonist -2.2, PLCg1 inh -6, PLCb3 inh -7, DAX1 inh-1 -0.6, Rev-erbA mod 0, DAX1 inh-2 0.3, MBD2 DNA inh -3, hcDAF12 agonist -0.5, ssDAF-12 act -0.9, SMARCA2 act 3 and ADAM17 inh 0.
`CC1CCN(C(=O)c2ccc(S(=O)(=O)N3CCCCCC3)cc2)CC1` gave hgDAF12 agonist -0.9, PLCg1 inh 3, PLCb3 inh 1, DAX1 inh-1 0.0, Rev-erbA mod 0, DAX1 inh-2 -0.1, MBD2 DNA inh -4, hcDAF12 agonist -0.7, ssDAF-12 act -1.3, SMARCA2 act 0 and ADAM17 inh -1.
COc1ccc(NS(=O)(=O)c2cc(NC(=O)c3ccc(F)cc3)ccc2OC)cc1 was read as hgDAF12 agonist -5.3, PLCg1 inh -1, PLCb3 inh 0, DAX1 inh-1 -0.3, Rev-erbA mod -2, DAX1 inh-2 -0.5, MBD2 DNA inh 0, hcDAF12 agonist -3.3, ssDAF-12 act -1.4, SMARCA2 act -2 and ADAM17 inh 8.
O=C(COc1ccc(F)cc1)NNC(=O)c1cc2ccccc2oc1=O was read as hgDAF12 agonist 2.3, PLCg1 inh -2, PLCb3 inh 0, DAX1 inh-1 0.6, Rev-erbA mod 10, DAX1 inh-2 0.3, MBD2 DNA inh -7, hcDAF12 agonist 0.0, ssDAF-12 act -1.3, SMARCA2 act -2 and ADAM17 inh -5.
For O=C(N/N=C/c1cnc(N2CCCCC2)s1)c1ccc(C(F)(F)F)cc1 the results were hgDAF12 agonist 1.1, PLCg1 inh -92, PLCb3 inh -97, DAX1 inh-1 -0.5, Rev-erbA mod 3, DAX1 inh-2 0.0, MBD2 DNA inh 1, hcDAF12 agonist -0.7, ssDAF-12 act -1.8, SMARCA2 act -3 and ADAM17 inh -3.
`C#CCOCCOCCOCCNc1nc(N2CCN(C(=O)Cn3cc(CCCN=C(N)N)nn3)CC2)nc(N2CCN(C(=O)Cn3cc(CC(C)O)nn3)CC2)n1` (stereo not drawn) gave hgDAF12 agonist 2.4, PLCg1 inh 1, PLCb3 inh 0, DAX1 inh-1 1.1, Rev-erbA mod -3, DAX1 inh-2 0.6, MBD2 DNA inh 4, hcDAF12 agonist -0.8, ssDAF-12 act -1.3, SMARCA2 act 0 and ADAM17 inh -5.
For Cc1nc(N[C@@H](Cc2ccccc2)C(=O)O)c2oc3ccccc3c2n1 the results were hgDAF12 agonist -1.7, PLCg1 inh 0, PLCb3 inh 2, DAX1 inh-1 0.5, Rev-erbA mod 0, DAX1 inh-2 -0.1, MBD2 DNA inh -2, hcDAF12 agonist -0.9, ssDAF-12 act -0.8, SMARCA2 act 0 and ADAM17 inh -2.
Screening O=C(Sc1cccc2cccnc12)c1ccc(F)cc1 returned hgDAF12 agonist -9.8, PLCg1 inh -15, PLCb3 inh -10, Rev-erbA mod 13, DAX1 inh-2 -3.7, MBD2 DNA inh -12, hcDAF12 agonist -4.4, ssDAF-12 act -2.6, SMARCA2 act -13 and ADAM17 inh 0.
`Cc1ccccc1N(CC(=O)Nc1ccc(F)cc1)S(C)(=O)=O` gave hgDAF12 agonist -0.4, PLCg1 inh 4, PLCb3 inh 3, DAX1 inh-1 0.4, Rev-erbA mod -7, DAX1 inh-2 0.0, MBD2 DNA inh 0, hcDAF12 agonist -0.7, ssDAF-12 act -1.5, SMARCA2 act 3 and ADAM17 inh -1.
`CCOc1cccc(OCCOCCNC(C)(C)C)c1` gave hgDAF12 agonist 1.8, PLCg1 inh 0, PLCb3 inh 6, DAX1 inh-1 1.6, Rev-erbA mod 3, DAX1 inh-2 0.1, MBD2 DNA inh 0, hcDAF12 agonist 0.7, ssDAF-12 act -1.3, SMARCA2 act -2 and ADAM17 inh -3.
For COCCNC(=O)c1onc(CSc2ccccc2)c1C(=O)O the results were hgDAF12 agonist -1.4, PLCg1 inh 6, PLCb3 inh 8, DAX1 inh-1 1.5, Rev-erbA mod -4, DAX1 inh-2 -0.2, MBD2 DNA inh 4, hcDAF12 agonist -0.6, ssDAF-12 act -1.2, SMARCA2 act 0 and ADAM17 inh 0.
`CC(C)(C)c1nn(-c2ccccc2)c2[nH]c(=O)c(CNCc3ccco3)cc12` gave hgDAF12 agonist 1.4, PLCg1 inh -82, PLCb3 inh -111, DAX1 inh-1 0.8, Rev-erbA mod 1, DAX1 inh-2 -0.9, MBD2 DNA inh 4, hcDAF12 agonist -0.2, ssDAF-12 act -1.3, SMARCA2 act -3 and ADAM17 inh -15.
